Source: PubChem
Rv3671c inh: Rv3671c (M. tuberculosis) protease inhibition | P9WHR9 | inhibition, % at 5.96 µM | 320,000 tested, 0.048% active; in the data active = inhibition above about 38%;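 also: extracellular domain of Rv3671c used as enzyme; 0% = enzyme with DMSO and 100% = no enzyme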
Target sequence (P9WHR9 whole entry, looked up, the tested form may be a part): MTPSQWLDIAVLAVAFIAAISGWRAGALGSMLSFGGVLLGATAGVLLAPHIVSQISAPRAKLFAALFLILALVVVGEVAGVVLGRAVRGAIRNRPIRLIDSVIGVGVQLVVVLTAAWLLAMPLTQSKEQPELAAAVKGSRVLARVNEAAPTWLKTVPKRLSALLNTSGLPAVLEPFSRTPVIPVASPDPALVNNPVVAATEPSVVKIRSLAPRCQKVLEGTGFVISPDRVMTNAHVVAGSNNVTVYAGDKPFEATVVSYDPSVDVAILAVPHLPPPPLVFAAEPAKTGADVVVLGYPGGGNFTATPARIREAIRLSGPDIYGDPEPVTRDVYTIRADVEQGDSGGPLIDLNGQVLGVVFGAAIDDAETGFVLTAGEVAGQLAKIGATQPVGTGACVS
Mtb BioA inh: BioA (M. tuberculosis) enzyme inhibition; purified M. tuberculosis BioA enzyme, plate reader; inhibition, % at 9.99 µM; 360,000 tested, 0.096% active; AID 602481; in the data active = inhibition above about 40%
FBA Mtb inh: inhibits M. tuberculosis FBA enzyme; purified M. tuberculosis FBA, fluorescence read-out; inhibition, % at 1 µM; 360,000 tested, 2.3% active; in the data active = inhibition above about 27%;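 also: 0% = vehicle and 100% = reference inhibitor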
Target sequence (P9WQA3 whole entry, looked up): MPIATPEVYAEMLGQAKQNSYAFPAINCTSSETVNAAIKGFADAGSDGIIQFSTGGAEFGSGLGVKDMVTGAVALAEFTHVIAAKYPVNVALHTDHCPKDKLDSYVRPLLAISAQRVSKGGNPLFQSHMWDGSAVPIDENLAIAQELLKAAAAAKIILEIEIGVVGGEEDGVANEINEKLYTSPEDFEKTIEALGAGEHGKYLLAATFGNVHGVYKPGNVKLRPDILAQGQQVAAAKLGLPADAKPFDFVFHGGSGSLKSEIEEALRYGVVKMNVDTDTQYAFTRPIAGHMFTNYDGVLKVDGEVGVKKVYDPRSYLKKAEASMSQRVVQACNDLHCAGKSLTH
BH1578 lux ind: induces V. cholerae light production without autoinducers. activation, % at 18.7 µM. V. cholerae BH1578 lux reporter, luminescence, 6 h. 350,000 tested, 0.16% active; in the data active = activation mostly above about 9.7%, no sharp cut-off; also: not every result past the cut was called active; inactives centre near 0; reference of the scale not given here
SSB-PriA inh: K. pneumoniae PriA-SSBct interaction inhibition | AlphaScreen SSBct-PriA binding, biotinylated peptide | inhibition, % at 33 µM | 430,000 tested, 0.6% active | AID 1272365; in the data active = inhibition mostly above about 37%, no sharp cut-off; inactive = mostly below about 20%;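 also: plate controls were negative control peptide for no effect and reference peptide for full effect; strong numbers were not always called active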
SARS 3CLpro inh: SARS-CoV 3CLpro protease inhibition; P0C6X7; recombinant SARS-CoV 3CLpro, quenched FRET peptide cleavage; inhibition, % at 6 µM; 290,000 tested, 0.14% active; AID 1706; in the data active = inhibition above about 12%
MazF activator: activators of E. coli MazEF toxin-antitoxin RNase | FAM/BHQ RNA-DNA oligo cleavage fluorescence, 5 h | activation, % at 20 µM | 350,000 tested, 0.32% active; in the data active = activation above about 50%
Target sequence (P0AE70 whole entry, looked up): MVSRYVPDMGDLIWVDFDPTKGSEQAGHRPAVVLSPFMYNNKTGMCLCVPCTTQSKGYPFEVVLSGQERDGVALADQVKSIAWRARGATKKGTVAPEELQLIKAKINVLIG
DUSP3 inh: DUSP3 (human) phosphatase inhibition. P51452. recombinant VHR phosphatase, pNPP absorbance. inhibition, % at 13.3 µM. 290,000 tested, 0.52% active. AID 1654; in the data active = inhibition above about 50%; also: some compounds called inactive have numbers as strong as hits
Target sequence (P51452 whole entry, looked up): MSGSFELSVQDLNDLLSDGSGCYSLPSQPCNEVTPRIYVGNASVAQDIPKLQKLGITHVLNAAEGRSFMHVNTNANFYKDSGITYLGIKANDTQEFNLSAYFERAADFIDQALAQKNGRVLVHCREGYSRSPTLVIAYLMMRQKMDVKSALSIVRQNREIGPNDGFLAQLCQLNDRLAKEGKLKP
UGM FP inh: blocks M. tuberculosis UGM enzyme. P9WIQ1. 320,000 tested, 0.06% active. inhibition, % at 10 µM. purified UGM, fluorescence polarization probe displacement; in the data active = inhibition above about 10%, passing the limit was not always enough
GDH-TPI counter: GDH-TPI coupled enzyme inhibition counter-screen | AID 588335 | GDH-TPI coupled enzyme counterscreen, NADH absorbance | inhibition, % at 4.8 µM | 360,000 tested, 1.2% active; in the data active = inhibition above about 30%;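 also: 0% = DMSO wells and 100% = wells lacking the enzyme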
* hit, by the source's call; i = inactive; x = not tested or not shown; & = joins results of further samples.

SMILES	Rv3671c inh	Mtb BioA inh	FBA Mtb inh	BH1578 lux ind	SSB-PriA inh	SARS 3CLpro inh	MazF activator	DUSP3 inh	UGM FP inh	GDH-TPI counter
NS(=O)(=O)c1cccc(NC(=O)c2cc(=O)c3ccccc3o2)c1	-6	0.1	3	-1.2	-5	2	3	26	-2.7	-2
Cc1ccc(N2C(=O)NC(=O)/C(=C/c3ccc(-c4ccc(C(=O)O)c(Cl)c4)o3)C2=O)cc1	-7	x	4	-0.2	-23	-1	-99	-5	1.2	3
CCc1cc(C)cc(OCCNC(=O)c2cncc(Br)c2)c1	-5	6.6	3	-2.0	-20	1	-4	19	1.1	10
COc1ccc2[nH]c(CN3CCC(CO)(CCOc4ccccc4)CC3)c(C)c2c1	23	-1.2	5	-0.3	1	6	17	30	-1.6	5
CCOc1ccc(C(=O)Cc2ccc3oc(C(=O)O)cc3c2)c(O)c1	-7	1.6	-1	i	-3	2	0	6	-1.0	8
COc1ccc(C2(CNS(=O)(=O)c3ccccc3)CCOCC2)cc1	-4	x	3	0.1	-8	0	5	9	0.3	-5
CCCCc1c(O)nc(SCC(=O)Nc2cccc3ccccc23)n(-c2ccccc2OC)c1=O	-18	2.2	0	i	-7	7	0	34	-1.0	3
CC(=O)Nc1ccc(SC[C@H](Cc2ccccc2)N2CC[C@@H](C)CCC2=O)cc1	3	2.5	0	-0.4	-10	x	1	x	-0.8	8
Cc1ccc(-c2nn(-c3ccccc3)cc2C2CC(c3ccccc3)=NN2C(=O)CCC(=O)O)cc1 (configuration not stated)	2	1.6	2	0.3	-1	7	6	-2	2.2	14
CCCOC(=O)c1c(NC(=O)C2CCCO2)sc(C(=O)OC)c1C (configuration not stated)	-20	0.0	4	-0.6	3	4	7	18	x	6
CN(CCOc1ccc(Cl)cc1)Cc1cccc(S(=O)(=O)N(C)C)c1	2	-0.9	7	-3.1	-10	0	-16	19	-2.7	5
COc1ccc(/C=N/NC(=O)C(=O)NCc2cccnc2)cc1	4	-1.2	0	0.8	x	-2	-1	37	-2.6	18
COc1cc(C(=O)NCc2cn3ccccc3n2)cc(OC)c1OC	-7	0.0	-1	i	-6	-1	-4	18	-2.8	2
Cn1nnc(NC(=S)NC(=O)c2ccc(-c3ccc(Br)cc3)o2)n1	-4	1.8	2	i	-5	2	0	12	1.5	26
CCN(CC)CCNC(=O)c1ccc(NC(=O)COc2ccc3c(c2)CCC3)cc1	-1	0.8	3	-2.1	5	x	10	x	-0.6	2
CC(OC(=O)CCC1CCCC1)C(=O)Nc1ccccc1[N+](=O)[O-] (configuration not stated)	5	2.2	-1	i	43*	x	-2	x	-0.5	4
CCC(=O)Nc1ccc(C(=O)OCC(=O)c2cccs2)cc1	-12	0.1	0	-0.2	4	-4	8	30	3.9	-3
CC(=C/c1ccccc1)/C=N/NC(=O)c1ccc2nc[nH]c2c1	-9	x	-1	-0.6	x	0	5	-1	0.2	10
O=C1C2C3C=CC(CC3)C2C(=O)N1c1ccccc1[N+](=O)[O-] (configuration not stated)	8	-0.5	0	i	-6	-1	-8	3	0.3	11
CCOC(=O)C1=C(C(=O)OCC)N(Cc2ccccc2)CCC1=O	x	1.5	-1	i	-28	x	10	x	x	0
CCOP(=S)(OCC)N1CCOCCOCCN(P(=S)(OCC)OCC)CCOCCOCC1	1	x	-4	i	-6&-42	0	1	15	2.8	-2
O=C(CN1CCOCC1)Nc1ccc(Cl)cn1	-1	-0.3	-1	0.9	-2	-2	10	17	-0.7	-4
CCOC(=O)c1ccc(-c2c(-c3ccccc3OC)sc3ccc(OC)cc23)cc1F	-10	0.9	5	-1.6	-2	x	-24	x	-3.4	15
CCOC(=O)c1cc(C#N)c(SC(C)C(=O)NC2CCCCC2)nc1C (configuration not stated)	3	-1.2	-1	i	-16	x	-8	x	0.3	3
O=c1[nH]c(O)c(N=Nc2ccc(S(=O)(=O)N3CCOCC3)cc2)c(=O)[nH]1	-2	x	-5	i	-4	-7	3	5	1.8	16

Reprinted from the part before: 6 entries; new compounds follow.
SMILES	Rv3671c inh	Mtb BioA inh	FBA Mtb inh	BH1578 lux ind	SSB-PriA inh	SARS 3CLpro inh	MazF activator	DUSP3 inh	UGM FP inh	GDH-TPI counter
CCOC(=O)C1=C(C(=O)OCC)N(Cc2ccccc2)CCC1=O	x	1.5	-1	i	-28	x	10	x	x	0
CCOP(=S)(OCC)N1CCOCCOCCN(P(=S)(OCC)OCC)CCOCCOCC1	1	x	-4	i	-6&-42	0	1	15	2.8	-2
O=C(CN1CCOCC1)Nc1ccc(Cl)cn1	-1	-0.3	-1	0.9	-2	-2	10	17	-0.7	-4
CCOC(=O)c1ccc(-c2c(-c3ccccc3OC)sc3ccc(OC)cc23)cc1F	-10	0.9	5	-1.6	-2	x	-24	x	-3.4	15
CCOC(=O)c1cc(C#N)c(SC(C)C(=O)NC2CCCCC2)nc1C (configuration not stated)	3	-1.2	-1	i	-16	x	-8	x	0.3	3
O=c1[nH]c(O)c(N=Nc2ccc(S(=O)(=O)N3CCOCC3)cc2)c(=O)[nH]1	-2	x	-5	i	-4	-7	3	5	1.8	16
CCOC(=O)c1oc2ccc(S(=O)(=O)N3CCOCC3)cc2c1C	0	-0.2	3	-0.2	-5	1	-8	10	1.2	11
O=C(CNS(=O)(=O)c1c(Cl)cccc1Cl)OCC(=O)c1ccc[nH]1	6	-1.1	0	-0.5	-4	1	-6	23	-1.9	-5
CC1CC(C)CN(C(=O)CSc2nnc(-c3ccc(F)cc3)o2)C1 (configuration not stated)	2	-6.8	3	-0.2	6	1	-10	-4	0.1	10
O=C(NCc1ccc2c(c1)OCO2)C1CC(=O)N(C2CCCCCC2)C1 (configuration not stated)	-3	x	0	1.6	0	3	-16	0	-0.1	-4
Cc1cccc(NC(=O)c2cc(=O)[nH]c3ccccc23)c1	-5	3.0	-2	0.4	-5	0	4	2	-1.2	3
CCOC(=O)N1CCC(N2CCCC(CO)(Cc3cccc(Cl)c3)C2)CC1 (configuration not stated)	-10	x	0	-0.4	-4	2	-8	22	-5.3	-2
CCCC(=O)Nc1sc(C)c(C)c1C#N	5	x	9	i	-1	4	0	4	2.0	1
Cc1noc(C)c1COc1ccccc1C(=O)N(C)CC(=O)Nc1ccc(F)cc1	-4	0.7	1	-0.8	6	x	0	x	-0.2	7
O=C(OCc1cccc(Cl)c1)c1cc(S(=O)(=O)N2CCCCC2)ccc1N1CCOCC1	-3	-1.1	2	0.5	4	6	4	6	1.5	5
COc1cc([C@H]2Oc3c(OC)cc(CCCO[C@@H]4O[C@H](CO)[C@@H](O)[C@H](O)[C@H]4O)cc3[C@@H]2CO)ccc1O	-1	-1.0	-1	-0.4	-2	x	6	x	-0.7	-5
O=C(CCNC(=O)c1ccc(Cl)cc1)NCC(c1ccco1)N1CCCC1 (configuration not stated)	x	-0.2	-3	-12	-1	x	5	x	x	0
Cc1c(C(=O)c2ccc(Cl)cc2Cl)cnc2cc3c(cc12)OCO3	-1	x	-2	2.9	-19	-1	3	13	-1.2	0
O=C(O)C1Cc2ccccc2CN1C(=O)c1ccco1 (configuration not stated)	-7	-1.1	0	i	5	-7	9	6	-2.2	8
Cc1ccccc1C(=O)N1CCN(c2ncccn2)CC1	-4	-1.5	1	-0.4	-5	0	-1	21	-2.3	-5
CCOc1ccc(N2C(=O)CN(O)C=C3N=c4ccccc4=C32)cc1	7	x	x	x	x	1	x	-3	1.2	x
CN(Cc1cccs1)C(=O)c1cccc(S(=O)(=O)N2CCCCCC2)c1	3	10	-1	-1.8	-4	x	-3	x	-2.4	5
O=C1CNc2ccc(C(=O)N3CCN(c4ccccn4)CC3)cc2N1	8	-0.1	4	0.7	-12	2	-14	-9	0.3	11
C=CCNC(=S)NCc1ccccc1OC	2	x	-2	-0.3	0	0	7	1	-1.9	-3
CCC(=O)Nc1cccc(C2=NOC3(C2)C[C@@H](C(N)=O)N(C(=O)c2cc([N+](=O)[O-])cc([N+](=O)[O-])c2)C3)c1 (some centres not stated)	-2	2.2	2	i	-13	x	4	7	0.8	-6
CCn1c(=O)c2cc(C(=O)Nc3ccccc3OC)sc2c2ccccc21	-6	-1.7	0	-0.4	-11	0	-3	6	1.4	11
CCN(CC)S(=O)(=O)c1cc(NC(=O)CNc2cccc(S(=O)(=O)N3CCOCC3)c2)ccc1C	-5	-4.4	0	-0.3	10	x	-24	x	1.5	3
COc1ccccc1-n1nnnc1SCC(=O)N(CC(C)C)C1CCS(=O)(=O)C1 (configuration not stated)	x	-3.8	3	i	-2	6	-3	13	-0.4	-1
O=C(COc1ccccc1[N+](=O)[O-])N/N=C/c1ccc(O)cc1	-5	-0.8	-1	0.0	x	3	-5	-4	x	17
CN(c1ccc(F)cc1)S(=O)(=O)c1ccc(Cl)c(C(=O)NCC2CCCO2)c1 (configuration not stated)	x	-1.2	2	i	-10	x	-1	x	x	1
O=C(c1ccc2c(c1)OCCCO2)c1cccs1	-2	8.0	-2	i	-31	5	3	4	2.1	10
Further results.
SMILES	Rv3671c inh	Mtb BioA inh	FBA Mtb inh	BH1578 lux ind	SSB-PriA inh	SARS 3CLpro inh	MazF activator	DUSP3 inh	UGM FP inh	GDH-TPI counter
CC(=O)c1c(C)[nH]c(C(=O)N2CCCCCC2)c1C	-3	-1.0	0	-2.0	-15	-2	-2	22	4.4	1
COC(=O)C1=C(C)N(CCc2ccc(OC)cc2)C(=O)C1	2	-2.6	2	i	-7	1	14	3	-2.1	4
O=C(NCc1ccco1)Nc1ccc2snnc2c1	-1	2.0	3	i	-4	3	6	7	4.1	11
Cc1ccc(/S(C)=N/S(=O)(=O)c2ccc(C)cc2)cc1 (configuration not stated)	-2	-0.3	0	-0.1	x	3	-13	34	1.8	6
NC(=O)CSc1nnc(-c2cccs2)n1Cc1ccco1	-1	-0.9	4	0.3	-10	3	1	5	1.3	3
COc1ccc2oc(C(=O)NCC(Cc3ccccc3)N(C)C)c(C)c2c1 (configuration not stated)	3	-1.0	16	-3.6	9	3	12	7	4.1	2
CC(=O)c1cccc(OCC(O)CN2CC=C(c3ccccc3)CC2)c1 (configuration not stated)	4	7.2	-1	-6.0	5	-4	-3	3	-2.4	-11
CC(/C=C/c1ccco1)=N\NC(=O)C(O)c1ccccc1 (configuration not stated)	-1	2.9	-1	-0.6	x	4	3	-1	-0.5	17
CC(C)CCNC(=O)c1cnn2c(C(F)(F)F)cc(-c3ccco3)nc12	-8	x	8	-0.6	1	3	-3	19	-0.8	22
OC(c1ccc(-c2ccccc2)cc1)c1ncc(-c2cccc(F)c2)[nH]1 (configuration not stated)	x	0.7	0	-0.6	x	x	x	x	x	-7
CC(C)(C)c1ccccc1NC(=O)Nc1nc(C(N)c2ccccc2)cs1 (configuration not stated)	x	-1.4	-1	-0.6	x	x	x	x	x	0
N/C(=N\OC(=O)c1cc([N+](=O)[O-])ccc1Cl)c1cccnc1	0	3.5	-2	-0.4	x	-3	3	29	-0.2	-8
O=C(NC(=S)N1CCN(Cc2ccc3c(c2)OCO3)CC1)c1cccc(Br)c1	4	0.1	0	-0.2	21	2	-1	-3	0.0	1
CCN1CCN(C(=S)c2ccc(-c3ccccc3)cc2)CC1	13	-1.0	0	-0.3	5	1	-3	22	2.5	4
Nc1ncnc2c1ncn2[C@@H]1O[C@H](CNCc2ccccc2OC2OC(CO)C(O)C(O)C2O)[C@@H](O)[C@H]1O (some centres not stated)	x	-0.5	0	i	-7	x	-5	x	x	-1
CC(C)C(C)(C#N)NC(=O)CSc1nc(C2CCCCC2)n(-c2ccccc2)n1 (configuration not stated)	2	x	1	-0.6	-9	-5	-1	9	1.3	4
CC1CCC(NC(=O)C2CC(O)CN2S(=O)(=O)c2ccc([N+](=O)[O-])cc2)CC1 (configuration not stated)	10	-0.1	3	-0.6	1	x	7	x	0.2	-3
CC1CN(C(=O)c2cc(-c3ccc(Cl)s3)nc3ccccc23)CC(C)O1 (configuration not stated)	1	x	65*	0.7	-27	x	-4	x	-0.5	14
NC(=O)c1cccc(-c2coc3c(C(=O)NC4CCCCC4)cccc23)c1	x	-0.1	0	-0.6	x	x	x	x	x	1

These rows are one share of the data; the hit share may differ from the screen's.
